# Screening results from PubChem.
# CHRM1 agonist: human M1 muscarinic receptor agonists, primary screen, Fluo-8 calcium fluorescence, CHO-K1 cells, HTS; Muscarinic acetylcholine receptor M1 (Homo sapiens), P11229; CHO-K1 hM1, agonist mode; 0% DMSO, 100% acetylcholine EC100; activation, % at 3 µM; 0.33% of 360,000 active; AID 588814, 2011;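 active means activation above the run's mean compound activation plus 3 SD, cut at about 16% in these data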;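 further: peak over basal fluorescence ratio within a 140 s kinetic read after compound addition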
# CHO-K1 Ca antag: nonselective inhibitor or artifact in parental CHO-K1 cells; ATP-induced calcium, Fluo-8 fluorescence; inhibition, % at 3 µM; 0.6% of 360,000 active;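 active means inhibition above a per-plate cutoff, the plate's mean sample inhibition plus 3 SD, cut at about 24% in these data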;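 further: 0% = DMSO plus EC80 ATP and 100% = DMSO alone without ATP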
# CHO-K1 Ca ag: counter-screen for M1 agonists: effect in parental CHO-K1 cells | Fluo-8 calcium fluorescence; scaled to maximal ATP response, vehicle zero | activation, % at 3 µM | 0.48% of 360,000 active; in the data active means activation above about 15%;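 further: untransfected CHO-K1 host cells lacking M1 receptor as counterscreen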
# OXTR potentiate: human OXTR potentiators, primary screen, fluorescence, CHO-OTR cells, Fluo-8 calcium; activation, % at 3 µM; Fluo-8 calcium fluorescence, potentiator mode; 0% = oxytocin EC15, 100% = EC100; AID 2445, 2010; 0.061% of 320,000 active;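 active means activation above that plate's cutoff, the mean activation of tested compounds plus 3 SD, cut at about 6.6% in these data, passing the limit was not always enough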;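 further: 100% uses oxytocin at 75 nM as the full agonist control; some results filed as inactive read as strong as hits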
# Target sequence (P30559 whole entry, looked up): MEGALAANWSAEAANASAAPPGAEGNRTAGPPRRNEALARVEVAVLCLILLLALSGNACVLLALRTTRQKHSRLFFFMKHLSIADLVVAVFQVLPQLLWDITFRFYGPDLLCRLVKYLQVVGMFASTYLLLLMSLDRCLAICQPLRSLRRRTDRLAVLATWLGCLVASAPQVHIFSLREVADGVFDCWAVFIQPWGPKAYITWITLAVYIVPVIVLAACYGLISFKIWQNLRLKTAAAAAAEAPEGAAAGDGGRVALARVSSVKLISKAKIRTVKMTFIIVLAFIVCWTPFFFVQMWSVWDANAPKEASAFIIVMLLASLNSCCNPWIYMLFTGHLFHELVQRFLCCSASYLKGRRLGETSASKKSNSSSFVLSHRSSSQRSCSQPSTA
#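 Assay system: CHO-OTR cells, human receptor / Also added: oxytocin at about EC15, sub-maximal agonist stimulus / Dosing: single dose, 3.0 µM nominal final compound concentration / Incubation: 6 min pre-incubation, 100 s read / Technique: Fluo-8 calcium dye fluorescence / Read-out: % activation vs EC15 and EC100 oxytocin / Benchmarks: EC15 oxytocin low, 75 nM oxytocin high / Replicates: singlicate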
# TAAR1 ag: human TAAR1 agonists, primary screen, Fluo-8 calcium fluorescence, CHO RD-HGA16 cells | Trace amine-associated receptor 1 (Homo sapiens), Q96RJ0 | 0.99% of 360,000 active | AID 624467, 2012 | activation, % at 3 µM | vehicle wells 0%, saturating PEA agonist 100%;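 active means activation above the mean activation of all test compounds in the run plus 3 SD, cut at about 38% in these data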
# Target sequence (Q96RJ0 whole entry, looked up): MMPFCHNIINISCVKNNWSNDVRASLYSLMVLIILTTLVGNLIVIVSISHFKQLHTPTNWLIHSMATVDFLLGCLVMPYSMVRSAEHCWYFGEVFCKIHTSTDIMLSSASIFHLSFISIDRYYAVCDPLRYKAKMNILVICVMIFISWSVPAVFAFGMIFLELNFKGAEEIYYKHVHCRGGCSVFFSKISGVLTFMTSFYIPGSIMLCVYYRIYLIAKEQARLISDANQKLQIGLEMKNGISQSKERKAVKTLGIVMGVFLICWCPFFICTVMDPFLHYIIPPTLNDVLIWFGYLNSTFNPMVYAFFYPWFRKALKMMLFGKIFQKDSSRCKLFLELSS
#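 Repeats: no replicates (n 1) | Material: CHO-derived RD-HGA16 cells with stable Gα16 and human TAAR1 | Technique: Kinetic Fluo-8 calcium fluorescence | Schedule: 17-24 h seeding, 75 min 37 °C dye, 30 min RT | Evaluation: % activation from peak over basal fluorescence ratio, DMSO-to-PEA scaled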
# CHO-K1 Ca PAM: nonselective calcium activators in parental CHO-K1 cells, primary screen, counter-screen for M1 PAM project, cell-based, Fluo-8 calcium fluorescence, full deck, 1536-well | ATP EC20; 0% at ATP EC20, 100% at ATP max | activation, % at 3 µM | 0.02% of 360,000 active | AID 602247, 2012;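 active means activation above the run cutoff, the mean activation of all test compounds plus 3 SD, cut at about 40% in these data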;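 further: peak over basal fluorescence ratio in a 140 s read after ATP addition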
# TAAR1 antagonist: human TAAR1 antagonists, primary screen, Fluo-8 calcium fluorescence, CHO RD-HGA16 cells. Trace amine-associated receptor 1 (Homo sapiens), Q96RJ0. antagonist. inhibition, % at 3 µM. 1.5% of 360,000 active;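 active means inhibition above a per-plate cutoff, the mean inhibition of test compounds on that plate plus 3 SD, cut at about 49% in these data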;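 further: 0% = DMSO plus EC80 beta-PEA response and 100% = DMSO alone without agonist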
#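 Test system: CHO RD-HGA16 cells bearing hTAAR1 | Reagent: β-PEA, EC80 | Compound dosing: 3 µM, single point | Schedule: Dye loading 75 min at 37 °C, then 30 min room temperature | Signal: Calcium fluorescence with Fluo-8 | Evaluation: Percent inhibition of PEA-evoked calcium signal, max/basal emission ratio | Control set: DMSO-only wells and EC80 β-PEA-stimulated wells | Repeats: Singlicate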
# M1 antag: human M1 muscarinic receptor antagonists, primary screen, CHO-K1 cells, Fluo-8 calcium fluorescence, 1536-well; Muscarinic acetylcholine receptor M1 (Homo sapiens), P11229; CHO-K1 hM1, ACh EC80 antagonist; inhibition, % at 3 µM; 1.3% of 360,000 active; AID 588852, 2011;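 active means percent inhibition above its own plate's cutoff, namely the mean of that plate's compound wells plus 3 SD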;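 further: peak over basal fluorescence ratio during 140 s after agonist addition; 0% = ACh EC80 plus DMSO and 100% = DMSO alone without agonist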
# CHO parental Ca: ATP-evoked calcium signal inhibitors, parental CHO, primary screen, counter-screen for OX1R antagonist project, cell-based, fluorescence, Fluo-8 calcium dye | inhibition, % at 5.6 µM | parental CHO-K1, ATP-induced calcium, Fluo-8 fluorescence | AID 463079, 2010 | 0.63% of 330,000 active;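 active means inhibition above that plate's mean sample inhibition plus 3 SD, cut at about 26% in these data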;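 further: 0% = ATP-challenged DMSO wells and 100% = DMSO wells without ATP; some compounds past the cut are filed as inactive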
#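 Measured by: calcium-sensitive Fluo-8 fluorescence / Test system: CHO parental line / Controls: ATP-challenged DMSO wells low, unchallenged DMSO wells high / Measure: % inhibition / Compound: single nominal dose of 5.6 µM per compound / Replicates: single well per compound, no replicates / Reagent: ATP as calcium-mobilizing challenge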
# An asterisk follows results filed as active; . = no result given.
# Start of the listing, in advance, 3 compounds:
SMILES,CHRM1 agonist,CHO-K1 Ca antag,CHO-K1 Ca ag,OXTR potentiate,TAAR1 ag,CHO-K1 Ca PAM,TAAR1 antagonist,M1 antag,CHO parental Ca
O=C(NC1=NCCS1)C1CCN(S(=O)(=O)c2ccccc2C(F)(F)F)CC1,-4,3,0.9,-11,3,-20,-14,-2,-17
CCOc1ccc(C(=O)Nc2cc(=O)n(C)c(=O)n2C)cc1,-1,0,3.1,-5,2,10,-15,-10,-6
CS(=O)(=O)N1CCC(C(=O)N2CCN(c3ccc(F)cc3)CC2)CC1,-5,-16,0.3,6,1,18,-15,-17,-4

# The listing (from the top)
SMILES,CHRM1 agonist,CHO-K1 Ca antag,CHO-K1 Ca ag,OXTR potentiate,TAAR1 ag,CHO-K1 Ca PAM,TAAR1 antagonist,M1 antag,CHO parental Ca
O=C(NC1=NCCS1)C1CCN(S(=O)(=O)c2ccccc2C(F)(F)F)CC1,-4,3,0.9,-11,3,-20,-14,-2,-17
CCOc1ccc(C(=O)Nc2cc(=O)n(C)c(=O)n2C)cc1,-1,0,3.1,-5,2,10,-15,-10,-6
CS(=O)(=O)N1CCC(C(=O)N2CCN(c3ccc(F)cc3)CC2)CC1,-5,-16,0.3,6,1,18,-15,-17,-4
Cc1c(CNCCc2ccc(Cl)cc2)c(C(=O)O)c(C)n1-c1ccccc1,-5,1,7.0,.,5,-6,-2,16,.
CC(=O)N(C)C[C@H]1Oc2cc(Br)ccc2S(=O)(=O)N([C@H](C)CO)C[C@@H]1C,-4,3,-0.2,.,13,11,-28,-11,.
CCN(CC)C(=O)C1=C(C)N(Cc2ccccc2)C(=O)C(CC(=O)NCCCCc2ccccc2)C1 (stereo not given),13,-6,1.1,.,8,0,-10,-5,.
COCc1nnc(NC(=O)C2CC(=O)N(C3CCCC3)C2)s1 (stereo not given),-3,-9,0.2,-5,0,5,-16,-12,-3
Cc1ccc(N/C=C2\CCCCC2=O)c(C)c1,-3,-4,-0.3,0,12,-1,-6,2,-11
O=C(OCC(=O)N(CCc1ccccc1)Cc1ccccc1)c1cccc(S(=O)(=O)N2CCOCC2)c1,-3,-22,4.9,.,12,6,14,13,.
COc1ccc(CCNC(=O)c2nn(C)cc2Cl)cc1,-3,-19,0.7,-1,7,13,-14,-11,0
COc1cc(C(C(=O)NC2CCCCC2)N(C(=O)Cc2c[nH]c3ccccc23)c2ccc(C)cc2)cc(OC)c1OC (stereo not given),-8,-4,7.0,-2,1,19,16,4,-34
Cc1cc(C)c(NC(=O)CS(=O)CC(=O)NC2CCCc3ccccc32)c(C)c1 (stereo not given),-1,-22,0.6,-20,2,9,-2,-13,-15
COc1ccc(Nc2nnc(SCC(=O)N3CC(=O)Nc4ccccc43)s2)cc1,-8,-1,2.4,-5,3,15,30,-7,-6
COc1ccc2oc(C(=O)OCC(=O)NC(C)(C#N)C3CC3)c(C)c2c1 (stereo not given),0,21,1.1,-2,3,-5,-5,-1,-2
CC(C)CCNC(=O)c1cc(-c2ccncc2)nc2ccc(S(=O)(=O)N3CCOCC3)cc12,-5,-11,0.7,-7,8,20,1,-1,-8
CNC(=O)c1[nH]nc2c1CCc1ccccc1-2,-1,-11,2.8,0,-1,2,-16,-13,-4
O=C(NCc1cc(Cl)cc(Cl)c1)c1csc([C@@H]2O[C@H](CO)[C@H](O)[C@H](O)[C@H]2O)n1,-2,-2,3.0,.,3,10,6,0,.
CCC1C(=O)N=C(SCC(=O)Nc2ccc(C(=O)OC)cc2)NC1=O (stereo not given),-2,-9,-0.2,1,2,12,7,-4,0
Cc1ccc(-c2nnc3c4ccccc4c(C)nn23)cc1S(=O)(=O)N1CCN(C)CC1,-5,12,0.8,-1,8,6,-3,3,-8
O=C(c1ccc(F)cc1)C1CCN(C(=S)Nc2ccccc2)CC1,-5,-15,1.9,2,2,23,-4,-7,-17
COc1ccc(NC(=O)CSc2nnc(-c3cccc(O)c3)o2)cc1,-2,-9,1.1,-10,40*,-6,-12,1,15
CC[C@@H](C)[C@H](NC(=O)OC(C)(C)C)c1nnc(S(=O)(=O)Cc2cc(C)ccc2C)o1,-4,7,1.6,-8,8,12,13,14,34
NC(=O)C1CCCN(CC(O)COCc2ccc(Cl)cc2)C1 (stereo not given),-8,3,0.1,-11,2,3,2,-2,-10
C=CC(=O)Nc1cccc(Nc2nc(N[C@H]3CC[C@H](N(C)C)CC3)nc3c2ncn3C(C)C)c1,-11,-3,-0.2,.,.,4,.,-7,.
COc1cccc(-n2nnc3c(=O)n(CC(=O)OCc4ccccc4)cnc32)c1,-2,-6,-0.1,6,9,14,10,-12,-1
CC(C)c1ccc(NC(=S)N(C)CCc2ccccn2)cc1,-4,-13,1.8,-1,36,13,-15,-11,-11
COCc1cc(=O)n2[nH]c(-c3cccc(Br)c3)cc2n1,-2,-18,0.8,-2,6,18,-5,0,-16
COc1ccccc1NC(=S)Nc1cccc2cnccc12,-7,3,0.5,4,2,0,-5,-9,-3
Cc1ccc(NC(=O)Cn2nnc(C(=O)NCc3ccc4c(c3)OCO4)c2N)cc1,4,-7,0.5,-10,1,-2,-4,-15,12
CC1(C)CCCC2(C)C(OCCO)=CC(=O)C=C12 (stereo not given),-2,-2,0.4,.,3,1,-4,-14,.
CCOC(=O)c1ccc[n+](CC(=O)c2ccccc2)c1,-8,-5,0.2,-5,2,8,4,1,-7
CN(C)/C=C(\C#N)C(=O)c1cccc(Oc2ccc(Br)cc2)c1,-4,-14,-0.2,-8,2,14,8,0,-3
CCCN1CCC(=O)N([C@H](CO)CC(C)C)CC1,-13,6,0.3,-1,7,-14,-9,21,16
CC(=O)Nc1ccc(N2CC(C)(C)C2=O)cc1,-2,-13,0.4,-9,1,2,-9,3,5
O=C(N/N=C/c1ccc(Br)s1)c1ccncc1,1,-1,-0.2,-6,2,-9,12,-10,0
CCOC(=O)c1c(C)c(C(=O)N2CCN(c3ccccc3)CC2)c(C)n1C,-3,-5,0.8,-2,2,3,6,-6,-10
Cn1c(=O)c2c(SCC(=O)N3CCOCC3)nc(-c3ccccc3F)nc2n(C)c1=O,-3,2,0.8,0,1,2,-23,-5,-6
COc1ccc(NC(=O)CSc2nc3ccccc3c(=O)n2CCC(=O)N2CCCCC2)cc1,-2,-7,3.2,-6,7,24,6,2,-9
Cc1ccc(S(=O)(=O)NCC(=O)OCC(=O)c2ccc(Br)s2)cc1,-4,1,-0.1,-6,4,8,-22,-2,-5
c1ccc(SCCCCN2CCOCC2)cc1,4,0,0.1,-3,5,2,2,-5,-4
CCc1cccc(NC(=O)CCc2c(C)nn(-c3ccc(N4CCOCC4)nn3)c2C)c1,-2,-3,3.7,-6,7,-11,-18,3,-2
CCn1c(SCC(=O)Nc2nc(C)cs2)nnc1C(NC(=O)c1ccccc1Cl)C(C)C (stereo not given),-1,0,0.2,-3,1,14,-6,-13,-20
O=S1(=O)CC(N2CCN(c3ccccn3)CC2)CN1Cc1ccccc1 (stereo not given),12,13,0.7,.,3,3,-18,9,.
COc1ccc(N2C(=O)C3C(c4ccc(OC)cc4O)NC(Cc4ccccc4)(C(=O)O)C3C2=O)cc1 (stereo not given),-2,18,0.0,-2,6,-8,-6,-3,-9
Cn1c(Cc2cccc3ccccc23)nnc1SCC(=O)N1CCN(c2ccccc2)CC1,-5,21,0.1,-3,1,-4,14,-6,-25
CCN1/C(=C2\OC(=S)N(C)C2=O)Sc2ccccc21,-4,1,-0.1,-11,4,15,-23,-12,5
COc1ccc(C(=O)c2c3ccc(C(F)(F)F)cc3[n+]([O-])n2CCCC(N)=O)cc1,7,2,-0.5,-2,6,6,-11,-11,-2
COc1cc(CNCCCCO)ccc1OCc1ccccc1F,-5,-21,2.5,-22,4,25,-23,-9,-9
O=C(COC(=O)c1cc(S(=O)(=O)Nc2ccccc2Cl)ccc1O)Nc1ccc(F)c(F)c1F,3,-2,1.4,-10,5,-14,10,0,-6
CN1CCN(C(=O)c2ccc3c(=O)n(-c4ccc(F)cc4)c(=S)[nH]c3c2)CC1,-6,-22,0.3,0,1,15,-12,-7,-14
COc1ccc(S(N)(=O)=O)cc1C(=O)OCCCOC(=O)c1cc(S(N)(=O)=O)ccc1OC,-2,-7,0.4,-2,2,15,-33,-11,6
CC1(C(=O)NCCc2c[nH]c3ccccc23)CCN1Cc1csc2ccccc12 (stereo not given),-1,-8,-0.1,.,0,1,-9,-16,.
CN=C(Nc1ccc(Br)cc1)SC1CC(=O)N(c2ccc(OC)cc2)C1=O (stereo not given),-5,-2,3.7,-14,8,15,28,1,1
CC(C)C(=O)N1CCC1(C)C(=O)NCc1ccc(F)cc1Cl (stereo not given),-1,-7,-0.1,.,0,7,-7,-10,.
O=C(Nc1ccon1)c1ccc(N2CCCCC2)c([N+](=O)[O-])c1,-7,6,1.5,-6,6,13,20,-2,-6
CCN1C(=O)/C(=C/c2cccs2)N(C)C1=S,-3,4,0.0,-17,10,14,25,-7,0
CS(=O)(=O)N1CCN(c2ccccc2NC(=S)NC(=O)c2ccco2)CC1,-1,-8,0.8,-11,16,14,49*,-17,-20
NC(=O)c1cc2ccc(O)cc2oc1=Nc1ccccc1,9,24*,1.6,.,15,-8,4,-20,.
COc1ccc2nc(SCC(=O)Nc3ccc(S(=O)(=O)Nc4nccc(C)n4)cc3)[nH]c2c1,-2,6,-0.1,4,6,2,4,3,8
O=C(O)/C=C/C(=O)Nc1cccnc1,-4,-1,1.9,5,0,13,3,-2,-3
COCOc1ccc(C=O)c(OCOC)c1,-1,-3,0.6,-1,0,-8,-4,-9,-9
Cc1[nH]c(=O)[nH]c(=O)c1N1CCOCC1,-2,-10,0.5,-1,3,16,-35,-5,-6
